# Screens (PubChem)
# TMEM16A inh: mouse TMEM16A channel inhibition, primary screen; HEK293 TMEM16A/YFP iodide influx fluorescence, ionomycin; 310,000 tested, 1.2% active; Q8BHY3; normalized B-score (activity score, 25-100; higher = stronger inhibition) at 10 µM;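 active = ratio plate-corrected score three or more library SD toward inhibition, starting fluorescence score within five deviations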;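 note: score derived from kinetic fluorescence span divided by baseline fluorescence per well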
# RGS4 block: human RGS4 inhibition. P49798. HEK293 M3R/RGS4 inducible, Fluo-4 calcium flux; active compounds read high; triggered by carbachol at its EC20. B-score at 10 µM. 310,000 tested, 0.45% active. AID 463165;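 active = B-score, a plate-corrected calcium signal, over three deviations above library mean, with baseline fluorescence within five deviations of library mean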;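 note: RGS4 expression induced by doxycycline in cells with stable M3 receptor; B-score is computed from the integrated fluorescence ratio over baseline after carbachol; higher B-score means a larger calcium signal and so more RGS4 inhibition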
# Target sequence (P49798 whole entry, looked up): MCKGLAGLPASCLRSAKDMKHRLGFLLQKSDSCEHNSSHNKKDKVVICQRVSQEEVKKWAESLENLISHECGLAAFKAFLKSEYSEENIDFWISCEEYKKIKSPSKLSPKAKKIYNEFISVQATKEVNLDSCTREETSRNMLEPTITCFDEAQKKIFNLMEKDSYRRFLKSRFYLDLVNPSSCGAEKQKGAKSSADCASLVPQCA
# KCNK9 block: inhibitors of human KCNK9 two-pore domain potassium channel. HEK293 KCNK9, FluxOR thallium flux fluorescence; active compounds read low. B-score at 10 µM. 310,000 tested, 1.2% active;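 active = ratio B-score over 3 SD below the library mean, with starting fluorescence within 5 SD of its mean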;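 note: negative B-score means less thallium flux so channel inhibition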
# Target sequence (Q9NPC2 whole entry, looked up, the tested form may be a part): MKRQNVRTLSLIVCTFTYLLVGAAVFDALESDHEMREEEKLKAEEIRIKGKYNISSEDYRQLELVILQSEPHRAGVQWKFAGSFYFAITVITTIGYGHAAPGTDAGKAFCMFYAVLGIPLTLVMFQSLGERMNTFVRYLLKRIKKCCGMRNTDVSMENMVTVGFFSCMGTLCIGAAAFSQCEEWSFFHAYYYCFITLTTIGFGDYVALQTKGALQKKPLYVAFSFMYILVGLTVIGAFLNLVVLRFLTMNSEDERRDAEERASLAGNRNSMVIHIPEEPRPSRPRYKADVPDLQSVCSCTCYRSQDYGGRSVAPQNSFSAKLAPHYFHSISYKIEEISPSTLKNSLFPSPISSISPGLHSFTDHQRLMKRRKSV
# KCNQ1 block: inhibitors of human KCNQ1 potassium channel; P51787; CHO-K1 KCNQ1, FluxOR thallium flux fluorescence; active compounds read high; B-score at 10 µM; 310,000 tested, 1.3% active; AID 2642;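 active = compounds whose thallium flux B-score, printed positive for inhibition, exceeds three library SD while starting fluorescence stays within three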;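 note: channel opened by potassium depolarization with thallium stimulus after 20 min compound exposure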
# ANO1 activ: activates or potentiates the mouse TMEM16A chloride channel; 340,000 tested, 0.3% active; Q8BHY3; B-score at 10 µM; HEK293 TMEM16A/YFP-H148Q/I152L, iodide quench fluorescence; active compounds read low;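 active = fluorescence-ratio B-score plate-corrected deviation score at least 3 library SD below zero, with starting fluorescence score within 5 deviations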;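 note: channel opened by trigger with iodide after compound preincubation; score built on the fluorescence ratio of max minus min over baseline; more negative score means more quench and so TMEM16A activation or potentiation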
# KCNK3 block: human KCNK3 channel inhibition, primary screen; 340,000 tested, 0.84% active; O14649; CHO-KCNK3 thallium flux, FluxOR fluorescence; active compounds read low; AID 602410; B-score at 10 µM;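 active = B-score under library mean minus 4 SD, starting fluorescence ratio at most library mean plus 5 SD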;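 note: more negative B-score means stronger inhibition of thallium flux through KCNK3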
# Target sequence (O14649 whole entry, looked up): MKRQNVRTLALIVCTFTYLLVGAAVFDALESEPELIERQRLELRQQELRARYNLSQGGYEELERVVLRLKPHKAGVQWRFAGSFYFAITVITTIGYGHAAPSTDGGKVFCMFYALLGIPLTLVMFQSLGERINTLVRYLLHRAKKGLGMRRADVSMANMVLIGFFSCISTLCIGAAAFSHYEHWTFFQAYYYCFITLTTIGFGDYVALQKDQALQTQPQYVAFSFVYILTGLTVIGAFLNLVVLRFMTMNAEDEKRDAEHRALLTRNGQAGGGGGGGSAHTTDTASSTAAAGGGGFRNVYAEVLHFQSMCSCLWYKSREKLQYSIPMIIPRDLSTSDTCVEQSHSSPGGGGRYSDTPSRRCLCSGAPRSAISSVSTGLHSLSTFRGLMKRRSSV
# HDAC3 inhib: blocks human histone deacetylase 3; AID 2718; inhibition, % at 8.3 µM; 320,000 tested, 0.15% active; recombinant HDAC3, fluorogenic peptide/trypsin coupled, fluorescence; in the data active = inhibition above about 26%, passing the limit was not always enough; inconclusive = no clear call, values can overlap the other calls
# KCNQ1 pot: potentiates or activates the human KCNQ1 potassium channel; 310,000 tested, 0.35% active; B-score at 10 µM; CHO-K1 KCNQ1, thallium flux FluxOR fluorescence; active compounds read high; P51787;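 active = fluorescence ratio B-score, a plate-corrected score, at least three library SD, with initial intensity B-score within 5 SD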
#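 System: Stable KCNQ1 CHO-K1 line | Incubation: 90 min dye loading and 20 min compound exposure, both at room temperature | Measure: Ratio B score | Medium: Assay buffer for compound exposure, DMSO matched across wells | Compound dosing: Single-concentration screen | Probe or stimulus: K+/Tl+ depolarizing stimulus | Measured by: Kinetic FluxOR fluorescence, 10 s baseline plus 110 s post-stimulus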
# hERG protect: hERG (human) protection from proarrhythmic block; CHO-hERG, FluxOR thallium flux, dofetilide IC70 present; 310,000 tested, 0.51% active; activation (rescue from dofetilide block), less the hit threshold, % at 10 µM;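 active = activation above the mean of controls blocked by dofetilide plus 5 SD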;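 note: thallium influx through hERG after potassium depolarization seen as dye fluorescence rise; in these data hits start at about 4.7%; inactives centre near -7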
# RGS4 pot: RGS4 potentiation or activation; 310,000 tested, 0.92% active; HEK293 M3R/inducible RGS4, carbachol calcium flux Fluo4; active compounds read low; B-score at 10 µM; AID 463111;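 active = B-score of the integrated calcium signal more than 4 SD below the library mean, with starting fluorescence not abnormally high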;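 note: negative B-score means reduced calcium response which marks RGS4 activation or potentiation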
#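 Assay system: Inducible-RGS4 HEK293 cells carrying M3 receptor | Schedule: Compound preincubation 20 min at room temperature before agonist | Signal: Kinetic calcium fluorescence imaging with Fluo4-AM dye, 2 µM | Read-out basis: B score from integrated fluorescence ratio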
# SKKanGAS inh: inhibitors of SKKanGAS S. pyogenes growth in kanamycin (SK-promoter or general growth effect); BacTiter-Glo, 6 h; inhibition, % at 7.5 µM; 300,000 tested, 1.3% active; AID 1662;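 active = mean replicate score, as percent of positive control median, at least 50; inconclusive = mean below 50 but one replicate at or above 50; inactive = mean and every replicate below 50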;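 note: strain carries kanamycin resistance gene driven by streptokinase promoter and grows in 40 µg/ml kanamycin; loss of luminescence reflects streptokinase promoter inhibition or plain growth inhibition; 0% = median of DMSO wells and 100% = positive control at its reference dose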
# Numbers without * were called inactive; i = inactive; ? = inconclusive; · = not tested or not shown.
smiles | TMEM16A inh | RGS4 block | KCNK9 block | KCNQ1 block | ANO1 activ | KCNK3 block | HDAC3 inhib | KCNQ1 pot | hERG protect | RGS4 pot | SKKanGAS inh
S=C(Nc1ccc(N2CCOCC2)cc1)Nc1ccc2nc(-c3ccco3)c(-c3ccco3)nc2c1 | i | i | -7.1* | 6* | i | i | 1 | i | -25 | -7* | 21
Cn1nc(-c2ccc(Cl)cc2)cc1NC(=O)CSCC(=O)O | i | i | i | i | i | i | · | i | -5 | i | -4
COc1ccc(Cc2nnc(NC(=O)c3cc(OC)c(OC)c(OC)c3)s2)cc1 | i | i | i | i | i | i | 5 | i | -3 | i | 3
O=C(COc1ccc([N+](=O)[O-])cc1)NNC(=O)Nc1cccc(F)c1 | i | i | i | i | i | i | 9 | i | -6 | i | -11
CC1=C([N+](=O)[O-])C(c2ccccc2Cl)NC(=O)N1 (stereo not given) | i | i | i | i | i | i | -1 | i | -8 | i | 0
CCCCn1nnnc1NCc1ccc(N(CC)CC)cc1 | i | i | i | i | i | i | 0 | i | -15 | i | -4
COc1cc(/C=C(\NC(C)=O)C(=O)O)cc(OC)c1OC | i | i | i | i | i | i | 2 | i | -6 | i | -5
O=C(NCCCc1ccccc1)C(=O)NCC1OCCN1S(=O)(=O)c1cc(F)ccc1F (stereo not given) | i | i | i | i | i | i | 0 | i | -8 | i | 2
CCOCC(=O)Nc1ccc(S(=O)(=O)Nc2ncccn2)cc1 | i | i | i | i | i | i | -2 | i | -7 | i | -4
CCC(C(=O)NCCc1ccco1)n1nc(C)c2c(C)n(-c3ccccc3)nc2c1=O (stereo not given) | i | i | i | i | i | i | -6 | i | -9 | i | -2
CCCCCn1ccc(=N)cc1 | i | · | · | · | i | i | -1 | · | · | · | -2
COCCN1C(=O)CS/C1=C(/C#N)C(=O)NCc1ccco1 | i | i | i | i | i | i | -14 | i | -9 | i | 13
Cc1c(C(=O)Nc2ccc3c(c2)OCO3)sc2nc(-c3ccccc3)cn12 | i | i | i | i | i | i | -9 | i | -4 | i | 29
CCOc1ccc(C(=O)NCC(=O)N2CCC3(CC2)NCCc2[nH]cnc23)cc1 | i | i | i | i | i | i | -8 | i | -9 | i | -9
N#Cc1nc(-c2cccc3ccccc23)oc1NCCN1CCOCC1 | i | i | i | i | i | i | -105 | i | -15 | i | ·
O=C(NCc1ccc(Cl)cc1)c1noc2c1CCCC2 | i | i | i | i | i | i | 6 | i | -13 | i | 2
CC1(C)CC(NC(=O)C(Cl)(Cl)Cl)CC(C)(C)N1 | i | i | i | i | i | i | -16 | i | -3 | i | -2
N/C(=N\O)c1ccccc1N1CCCCC1 | i | i | i | i | i | i | -2 | i | -15 | i | -1
CCOc1ccccc1/C=N/NC(=O)c1cc(C(C)C)[nH]n1 | i | i | i | i | i | i | 7 | i | -8 | i | 7
O=C(NCCc1ccccc1)C1CCCN(C(=O)Nc2ccc(F)cc2)C1 (stereo not given) | i | i | i | i | i | i | -1 | i | -6 | i | 1
COc1ccc2c(c1OC)C(=O)N1c3cccc(Cl)c3C(=O)OC21 (stereo not given) | i | i | i | i | i | i | ? | i | -10 | i | -2
O=C(CC1CCCCC1)NCCCN1CCOCC1 | i | i | i | i | i | i | 4 | i | -3 | i | 0
CCOC(=O)N1CCN(C(=O)c2ccc(CNS(=O)(=O)c3ccc(OC)cc3)cc2)CC1 | i | i | i | i | i | i | 6 | i | -7 | i | 3
Cc1cccc(OC(=O)c2ccncc2)c1C | i | i | i | i | i | i | 1 | i | -6 | i | -5
NC(=S)NNC(=O)COc1ccccc1O | i | i | i | i | i | i | 1 | i | -5 | i | -8
CCOc1ccc(NC(=O)COc2nsnc2N2CCCCC2)cc1 | i | i | i | i | i | i | 3 | i | -4 | i | -6
Cn1c(=O)c(S(=O)(=O)C(C)(C)C)c(O)c2ccccc21 | i | i | i | i | i | i | -2 | i | -1 | i | -2
CN(CC(=O)NC1CC1)S(=O)(=O)c1ccc(Br)cc1 | i | i | i | i | i | i | -4 | i | -7 | i | -6
O=C(NCc1ccc2c(c1)CCO2)Nc1ccccc1 | i | i | i | i | i | i | -11 | i | -7 | i | 1
O=C1CN(C(=O)N[C@@H](Cc2ccccc2)C(=O)N[C@@H](C(=O)O)c2ccccc2)c2ccccc2N1 | i | i | i | i | i | i | -4 | i | -8 | i | -4
CC(C)Cc1cc(C(=O)N2CCCC(CO)(Cc3ccc(F)cc3)C2)no1 (stereo not given) | i | i | i | i | i | i | 3 | i | -9 | i | -12
COc1ccc(N2CCN(CC(=O)Nc3ncc(C)s3)CC2)cc1 | i | i | i | i | i | i | -1 | i | -2 | i | 10
CCOc1ncccc1C(=O)OCc1ccccc1 | i | i | i | i | i | i | 0 | i | -8 | i | 4
CCN1CCN(c2cc(C)c3cc(NC(=S)N4CCCC4)ccc3n2)CC1 | i | i | i | i | i | i | -17 | i | -9 | i | 3
Cn1c(/C=C/N(Cc2ccccc2)c2ccccc2)c([N+](=O)[O-])c(=O)n(C)c1=O | i | i | i | i | i | i | 7 | i | -16 | i | 8
O=S(=O)(Nc1ccc(Cl)cn1)c1cnc(Cl)c(Br)c1 | i | i | i | i | i | i | 1 | i | -6 | i | 4
COc1cc(CNC2CCCC2)c(Br)cc1OCc1ccccc1 | i | i | i | i | i | i | 4 | i | -16 | i | 4
COC(=O)c1c(-c2ccc(C)cc2)csc1NC(=O)C1CC=CCC1C(=O)O (stereo not given) | i | i | i | i | i | i | 2 | i | -9 | i | 8
COc1ccc2[nH]c(C(=O)O)c(NC(=O)c3cc(OC)c(OC)c(OC)c3)c2c1 | i | i | i | i | i | i | 9 | i | -6 | i | -1
COc1ccc(C2C(C(N)=O)=C(C)Nc3nc(-c4ccccc4)nn32)cc1OC (stereo not given) | i | i | i | i | i | i | 22 | i | -8 | i | -1
COc1cccc2cc(C(=O)N3CCc4ccccc43)c(=O)oc12 | i | i | i | i | i | i | 6 | i | -6 | i | 2
Cc1ccc(C)c(NC(=O)C2COc3ccccc3O2)c1 (stereo not given) | i | i | i | i | i | i | -1 | i | -11 | i | 8
O=C(NCCc1nnc2ccc(NCc3ccc(Cl)cc3)nn12)c1ccccc1 | i | i | i | i | i | i | 3 | i | -6 | i | 2
CN(C)S(=O)(=O)c1cccc(-c2nn(-c3ccccc3)cc2/C=C2\SC(=S)N(CC(=O)O)C2=O)c1 | i | i | i | i | i | i | 7 | i | -13 | i | 25
Cc1ccc(NC(=O)COS(=O)c2ccc(C)cc2)cc1 (stereo not given) | i | i | i | i | i | i | 2 | i | -6 | i | 3
O=C(NC1CCCCC1)C1CCN(c2ncccn2)CC1 | i | i | i | i | i | i | 2 | i | -9 | i | 0
NC(=O)c1ccc(NC(=O)CSc2nnc(-c3ccccn3)n2N)cc1 | i | i | i | i | i | i | -5 | i | -20 | i | -3
CCc1cccc(C)c1NC(=O)COC(=O)C(NS(=O)(=O)c1ccc(Cl)cc1)C(C)O (stereo not given) | i | i | i | i | i | i | -3 | i | -7 | i | -4
CCC(C)NC(=O)c1cn(-c2cccc(C)n2)cn1 (stereo not given) | i | i | i | i | i | i | -13 | i | -3 | i | 0
CN1CCN(C(=O)c2ccc3c(=O)n4c(nc3c2)CCCCC4)CC1 | i | i | i | i | i | i | -1 | i | -11 | i | -1

# Next records:
smiles | TMEM16A inh | RGS4 block | KCNK9 block | KCNQ1 block | ANO1 activ | KCNK3 block | HDAC3 inhib | KCNQ1 pot | hERG protect | RGS4 pot | SKKanGAS inh
c1ccc(CC2CCN(c3nnnn3-c3ccccc3)CC2)cc1 | 100* | i | i | i | i | i | -7 | i | -6 | i | -4
COc1ccc(-n2nc(C(=O)NCC(=O)N3CCC(C)CC3)c3ccccc3c2=O)c(OC)c1 | i | i | i | i | i | i | 2 | i | -7 | i | 4
Cc1ccc(-c2cccc(CN3CCN(C4CCN(C(C)C)CC4)C(CCO)C3)c2)o1 (stereo not given) | i | i | i | i | i | i | -1 | i | -10 | i | 4
O=C(C1=C[C@H](c2ccc(Br)cc2)C[C@H](OCCCCO)O1)N1CCN(Cc2ccccc2)CC1 | i | i | i | i | i | i | 3 | i | -6 | i | -7
O=S(=O)(Nc1ccc(Cl)cn1)c1ccc(Cl)cc1 | i | i | i | i | i | i | -2 | i | -4 | i | -3
CC1N/C(=C\C(=O)c2ccccc2)N(O)C1(C)C (stereo not given) | i | i | i | i | i | i | 0 | i | -6 | i | -15
COc1ccccc1COc1ccc2c(C)c(CCC(=O)O)c(=O)oc2c1C | i | i | i | i | i | i | 1 | i | -4 | i | 22
CC(C)CNC(=O)c1ccc(C2SCC(=O)N2Cc2ccccc2)cc1 (stereo not given) | i | i | i | i | i | i | 0 | i | -8 | i | -4
CC1=C/C(=C(\c2cc(C)c(O)c(Br)c2)c2ccccc2S(=O)(=O)O)C=C(Br)C1=O | i | i | i | i | i | i | 20 | i | -3 | i | 24
Cc1cc(C)cc(NS(=O)(=O)c2cnc(Cl)c(Cl)c2)c1 | i | i | i | i | i | i | 0 | i | -23 | i | -11
O=C(CCC(=O)N1CCCCCC1)Nc1ccc([N+](=O)[O-])cc1 | i | i | i | i | i | i | 4 | i | -6 | i | -13
Cc1ccc(-c2n[nH]c(=S)n2/N=C/c2ccncc2)cc1 | i | i | i | i | i | i | -6 | i | -5 | i | -8
CCOC(=S)NC(=O)c1sc2ccccc2c1Cl | i | i | i | i | i | i | 0 | 96* | 22* | i | -9
CC1CCc2sc(C(=O)OCC(=O)NCc3ccc(F)cc3)cc2C1 (stereo not given) | i | i | i | i | i | i | 2 | i | -4 | i | -8
CCOc1ccc(N(CC(=O)NCCSCc2ccccc2)S(=O)(=O)c2ccccc2)cc1 | i | i | i | i | i | i | 12 | i | -12 | i | -1
CC(C)(C)c1ccc(/C=C2\SC(=O)N=C2N)cc1 | i | i | i | i | i | i | -2 | i | -4 | i | 0
Cc1[nH]c(=S)c(C#N)c(C)c1Cc1ccc(Cl)cc1Cl | i | i | i | i | i | i | 1 | i | 2 | i | 7
Cc1ccc2oc(=O)c(/C=C(\O)CC(C)C)nc2c1 | i | i | i | i | i | i | -2 | i | -4 | i | -9
O=C(N/N=C/c1cc(Cl)cc(Cl)c1O)c1ccncc1 | i | i | i | 7* | -8.8* | i | -1 | i | -12 | i | 88*
Cc1c(Cl)cccc1NC(=O)C(=O)NNC(=O)c1ccccc1F | i | i | i | i | i | i | 0 | i | -14 | i | 36
